Compound activity deposited in PubChem by National Center for Advancing Translational Sciences (NCATS).
DRD3 antagonist – antagonists of human D3 dopamine receptor | P35462 | D3R cells, DiscoveRx beta-arrestin luminescence, antagonist mode; stronger effect = lower value | max response, negative = inhibition, % | 2.5% of 360,000 active | AID 652054; in the data active means max response below about -50%; inconclusive means no clear call, values can overlap the other calls; further: on the % scale 0 is the no-effect control and ±100 the full control effect; mostly tested at two doses, the higher about 12 µM
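Cells expressing the human receptor were seeded at 1500 cells/well, incubated overnight at 37 degrees C in 5% CO2, then exposed to library compounds with dopamine controls for 90 minutes at 37 degrees C before luminescent detection.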
PI5P4K alpha inh – PI5P4K alpha (human) kinase inhibition. 1.2% of 330,000 active. max response, %. PI5P4Kalpha enzyme, ADP-Glo luminescence, 60 min; stronger effect = lower value. P48426; active means max response of -50% or lower; inconclusive means between -30% and -50%; inactive means -30% or higher; further: value at the top dose of about 77 µM; on the % scale 0 is the no-effect control and ±100 the full control effect
Target sequence (P48426 whole entry, looked up): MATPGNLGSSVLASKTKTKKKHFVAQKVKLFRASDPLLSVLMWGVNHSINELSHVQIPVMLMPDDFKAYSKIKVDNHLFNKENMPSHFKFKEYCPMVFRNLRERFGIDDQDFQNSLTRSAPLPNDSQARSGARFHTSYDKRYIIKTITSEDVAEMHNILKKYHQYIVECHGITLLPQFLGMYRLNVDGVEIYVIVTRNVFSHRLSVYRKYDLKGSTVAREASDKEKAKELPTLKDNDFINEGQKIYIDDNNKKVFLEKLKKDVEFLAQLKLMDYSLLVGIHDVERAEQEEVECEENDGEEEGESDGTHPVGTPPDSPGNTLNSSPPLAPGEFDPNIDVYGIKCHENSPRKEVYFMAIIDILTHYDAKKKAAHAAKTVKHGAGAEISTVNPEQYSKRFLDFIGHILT
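ADP-Glo luminescence end-point after a 60 min room-temperature kinase reaction. PI5P4Kalpha and substrate in HEPES pH 7.4 buffer with EGTA, 0.1% CHAPS and 5% DMSO; ATP at 5 microM final.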
GLP-1R agonist – agonists of human GLP-1 receptor; 0.007% of 380,000 active; HEK293 GLP-1R CRE-luciferase, luminescence, 4-6 h; cells express a hypersensitive GLP-1R form; AID 624172; Potency, µM (titrated, usually from 45.6 µM), for inactives: at the top dose activation, usual class: activators; further: potency means the concentration at half of the fitted maximal effect; % of control where 0% means no effect
WRN helicase inh – WRN helicase (human) inhibition; WRN helicase unwinding, fluorescent forked duplex, kinetic; Potency, µM (top dose mostly 114 µM), inactives show at the top dose activity change, negative = inhibition, most hits filed as inhibitors; 0.46% of 360,000 active; AID 651768; further: potency means the concentration at half of the fitted maximal effect; on the % scale 0 is the no-effect control and ±100 the full control effect; nearly all actives have a fitted effect of over 55% in size
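WRN at 20 nM final preincubated with compound 15 min at room temperature; reaction started with 100 nM fluorophore/quencher forked duplex oligonucleotide and 2 mM ATP final. Unwinding followed kinetically by red fluorescence (ex 525, em 598 nm).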
PLK1 PBD block – blocks phosphopeptide binding to human PLK1 polo-box domain; P53350; Plk1 PBD binding of FITC phosphopeptide, fluorescence polarization; Potency, µM, for inactives: max response, negative = inhibition, usual class: inhibitors; 2.8% of 360,000 active; further: potency means the concentration at half of the fitted maximal effect; series mostly up to about 57 µM; on the % scale 0 is the no-effect control and ±100 the full control effect; nearly all actives have a fitted effect of over 65% in size
Target sequence (P53350 whole entry, looked up, the tested form may be a part): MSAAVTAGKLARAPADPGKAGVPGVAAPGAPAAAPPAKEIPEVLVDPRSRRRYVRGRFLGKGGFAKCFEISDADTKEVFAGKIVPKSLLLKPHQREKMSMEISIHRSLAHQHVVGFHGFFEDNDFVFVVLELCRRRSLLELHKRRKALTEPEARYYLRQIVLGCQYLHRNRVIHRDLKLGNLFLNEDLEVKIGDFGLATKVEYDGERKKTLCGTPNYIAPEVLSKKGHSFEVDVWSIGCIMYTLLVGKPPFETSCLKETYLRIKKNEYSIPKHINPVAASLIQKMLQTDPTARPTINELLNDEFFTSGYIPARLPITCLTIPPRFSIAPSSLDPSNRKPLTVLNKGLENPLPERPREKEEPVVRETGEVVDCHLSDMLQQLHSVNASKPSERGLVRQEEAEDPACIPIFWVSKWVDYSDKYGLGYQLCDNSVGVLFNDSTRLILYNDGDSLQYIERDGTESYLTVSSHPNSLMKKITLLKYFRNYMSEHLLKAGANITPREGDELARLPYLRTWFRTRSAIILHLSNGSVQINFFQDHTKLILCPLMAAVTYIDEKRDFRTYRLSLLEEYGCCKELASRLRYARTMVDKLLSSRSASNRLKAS
GLP1R inv ag – acts as inverse agonist at human GLP-1 receptor. P43220. HEK293 GLP-1R CRE-luciferase, luminescence, 24 h; GLP-1R form is constitutively active. Potency, µM (top dose mostly 38.3 µM), without a hit: at the top dose activity change, negative = inhibition, hits mostly inhibitors. 1.6% of 410,000 active; further: potency means the concentration at half of the fitted maximal effect; on the % scale 0 is the no-effect control and ±100 the full control effect; nearly all actives have a fitted effect of over 55% in size
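Inverse agonism was detected as reduced cAMP-driven luciferase luminescence after 24 h compound treatment. The cells were HEK293 clones expressing constitutively active human GLP-1R with the reporter. Reporter-only and GPR119 cell lines served as counterscreen controls.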
GLP1R cytotox – cytotoxicity counter-screen for GLP-1 receptor inverse agonists; Potency, µM (series often up to 38.3 µM), for inactives: top-dose activity change, negative = inhibition, actives largely listed as inhibitors; 0.13% of 410,000 active; AID 624418; HEK293 cAMP-luciferase reporter cells, luminescence, 24 h;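 further: loss of luciferase light is scored as toxicity; potency means the concentration at half of the fitted maximal effect; on the % scale 0 is the no-effect control and ±100 the full control effect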
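MLSMR compounds, 24 hr on cells at 37 deg C/5% CO2; luminescence after luciferase reagent (12 min RT). Inhibition counted as the undesired cytotoxic outcome.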
IL-2 act – activates IL-2 in a cell-based reporter assay. activation, % (series mostly up to about 46 µM). AID 652025. 0.065% of 360,000 active. IL-2 activation reporter assay, cell-based qHTS; stimulated with anti-CD3/CD4/CD28 beads; in transgenic mouse T cells; in the data active means activation above about 50%; inconclusive means mostly about 30% to 49%; further: 0% is about no effect
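EGFP and DsRed fluorescence is measured by plate cytometry in unstimulated transgenic mouse T cells exposed to compound for 60 minutes, then stimulated 18 hours at 37 degrees C with anti-CD3/anti-CD4 beads plus anti-CD28.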
D3 ag – D3 dopamine receptor (human) agonism | P35462 | D3R DiscoveRx beta-arrestin cells, luminescence, 90 min | max activation, % | 0.58% of 410,000 active | AID 652048; in the data active means max activation above about 30%; further: 0% is about no effect; mostly tested at two doses, the higher about 12 µM
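Agonist mode: compounds and dopamine controls were applied to plated cells for 90 min at 37 degrees C after an overnight attachment at 1500 cells/well. Luminescent read-out followed 30 - 60 minutes at room temperature with DiscoveRx detection reagent.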
* = called active by the depositor; ? = inconclusive; . = not tested or not shown; & = joins results of further samples; [ ] = remark or other dose. Unless noted, the call rests on the fitted dose curve; in most records, active means well fitted curve in the direction sought with a large enough effect; inconclusive means small, poorly fitted or top-dose-only effect, or another doubt; inactive means no such curve, though single readings can be large; an effect the other way counts as inactive or inconclusive.

SMILES | DRD3 antagonist | PI5P4K alpha inh | GLP-1R agonist | WRN helicase inh | PLK1 PBD block | GLP1R inv ag | GLP1R cytotox | IL-2 act | D3 ag
CCOC(=O)c1cc2c(=O)n3ccccc3nc2n(CC(C)C)c1=NC(=O)c1c(-c2c(F)cccc2Cl)noc1C | -6 | -5 | -1% | -26% | -2% | -12%&0% | 28%&85% | -2.6 | -11&11
CCOC(=O)C1CCN(C(=O)C2COc3ccccc3O2)CC1 (centres undefined) | 5 | 1 | 5% | 2% | -9% | 8% | 8% | 0.0 | 2
CC1(C(=O)O)CCCN(C(=O)c2ccc3c(c2)C(C)(C)CCC3(C)C)C1 (centres undefined) | 10 | 0 | -2% | -5% | -7% | -10% | -7% | 0.7 | -1
CC(C)CCNC(=O)NC(=O)COC(=O)CNC(=O)C1CCCCC1 | 8 | 5 | -4% | -1% | 1% | 20% | 4% | -0.6 | 0
CC(=O)c1cccc(NC(=O)CCNC(=O)c2cccc(C)c2)c1 | -18 | -3 | 10% | 6% | -7% | -21% | -4% | 0.9 | -8
CCOc1ccc(NC(=O)NNC(=O)C2CCC(C(C)(C)C)CC2)cc1 (centres undefined) | -9 | 9 | -6% | -2% | -5% | ? | -4% | -0.4 | 0
Cn1c(Cn2nnc3ccccc32)nnc1SCC(=O)N1CCc2ccccc21 | 16 | . | -2% | 0%[57.1 µM] | -2% | 1% | 4% | -2.5 | 4
CCN(C(=O)CN1CCCc2cc(C)ccc21)c1c(N)n(Cc2ccccc2)c(=O)[nH]c1=O | 3 | -18 | 9% | 12% | -27% | -30% | 11% | 1.4 | -4
CC(=O)Nc1ccc(S(=O)(=O)N=S(C)C)cc1 | -3 | 3 | 0% | -1% | -6% | 12% | 10% | -0.2 | 9
COc1ccc(/C=N/NC(=O)c2ccc3c(c2)OCCO3)c(OC)c1 | -64* | 4 | 1% | 3% | -5% | 3% | 19% | 1.1 | -13
COc1ccc(CCNC(=O)CN2C(=O)COc3ccc(C)cc32)cc1OC | . | . | 2% | . | . | 10% | -7% | . | 3
CCOC(=O)c1ccccc1NC(=O)c1ccc(F)cc1 | -12 | . | 11% | -16% | -6% | 21% | 0% | -3.9 | -3
COc1ccc(NC(=O)c2cccc(N3C(=O)NC4CC3(C)Oc3ccccc34)c2)cc1 (centres undefined) | 25 | 1 | -4% | 1% | -8% | 4µM* | -29% | -0.6 | 8
O=C1c2cc([N+](=O)[O-])cc3cc([N+](=O)[O-])cc(c23)C(=O)N1c1ccccn1 | -76* | -28 | -11% | ? | ? | -8% | 2%[1.53 µM] | 0.5 | -40
CC(=O)Nc1nonc1-c1nc2ccccc2n1Cc1nnc(C)o1 | 19 | . | 4% | 0% | -4% | 3% | -7% | 5.9 | 1
COc1ccccc1OCCNC(=O)c1cc(C2CC2)nc2c1cnn2C(C)C | 42 | 0 | -2% | -13% | -1% | 2% | -15% | -3.3 | 10
O=C(CNc1cccc2ccccc12)N/N=C/c1ccc(OC(=O)/C=C/c2ccco2)cc1 | 6 | -2 | 0% | -6% | 0% | 8.9µM* | -19% | -2.5 | 9
CC1CN(CCOCCSc2ccc(Cl)cc2)CC(C)O1 (centres undefined) | -64* | 0 | -6% | 1% | -2% | -21% | 2% | -0.7 | -7
C=CCC1NS(=O)(=O)OCC1NC(=O)OCC(Cl)(Cl)Cl (centres undefined) | 4 | -1 | -1% | 4% | -5% | 19% | 7% | -3.1 | 5
N#C/C(=C/c1cn[nH]c1-c1ccc(Br)cc1)C(=O)O | -3 | -76* | 0% | ? | -12% | 9% | 1% | -3.1 | 3
COC(=O)c1sc2ncccc2c1OCc1ccc(Cl)cc1Cl | 0 | 3 | -6% | 0% | -9% | 9% | 5% | -2.7 | -7
CN(CCc1ccccn1)C(=O)Nc1ccc(Cl)cc1 | -5 | . | -3% | -2% | -6% | -3% | -3% | -1.3 | -20
CC(=O)Nc1cccc(OCc2ccc(F)cc2)c1 | 11 | 0 | 8% | -7% | -2% | 0%[7.66 µM] | -2%[7.66 µM] | 0.3 | -2
CCOC(=O)C(C)Oc1cccc2c(=O)n(CC(=O)NCc3ccco3)ccc12 (centres undefined) | -7 | -4 | 20% | -1% | 1% | ? | -22% | -0.3 | -10
CS(=O)(=O)Cc1ccc(C(=O)N2CCN(C(=O)c3cccs3)CC2)cc1 | -4 | 1 | 5% | -1% | -10% | 7% | 21% | 0.8 | 6

The listing continues.
SMILES | DRD3 antagonist | PI5P4K alpha inh | GLP-1R agonist | WRN helicase inh | PLK1 PBD block | GLP1R inv ag | GLP1R cytotox | IL-2 act | D3 ag
O=C(Cn1nc(-c2ccc(Cl)cc2)ccc1=O)NCCc1ccccc1 | . | . | 1% | . | . | 6% | -18% | . | -14
COc1ccc(NC(=O)c2cn(C)c(=O)c3cc(OC)c(OC)cc23)cc1OC | 7 | 1 | 24% | 5% | -10% | 39%[activator] | -10% | -0.2 | 9
COCCOC(=O)c1c(C)oc2ccc(OCc3cc(C(=O)OC)oc3C)cc12 | 28 | . | 17% | -20%[57.1 µM] | 0% | -1% | 4% | -3.4 | 48*
COc1ccc(NC(=O)c2sc3nc(-c4cccnc4)ccc3c2N)cc1OC | 5 | 4 | 8% | -1% | 6% | 52%[activator] | 9% | 94* | -2
C=CCNC(=S)NNC(=O)C(CCCC)CC(C)O (centres undefined) | 7 | 2 | 9% | -10% | -6% | -9% | ? | 1.3 | -4
CCOc1cc(C(=O)CCC(=O)OCC(=O)N2c3ccccc3NC(=O)C2(C)C)ccc1O | 28 | 0 | 11% | -7% | 1% | ? | 1% | -3.0 | -4
O=C(NC1C/C(=N/O)c2cc3c(cc21)OCO3)C(F)(F)F (centres undefined) | -12 | 2 | 3% | 4% | -18% | 12% | 1% | -1.3 | 2
COc1ccc(S(=O)(=O)N(C)C[C@H]2Oc3c(NS(=O)(=O)c4ccc(F)cc4)cccc3C(=O)N([C@H](C)CO)C[C@@H]2C)cc1 | -5 | -10 | -1% | 0% | -7% | 16% | -6% | -0.5 | -20
COc1ccc(C2=NOC(C(=O)NCc3cccs3)C2)cc1 (centres undefined) | -4 | -4 | 0% | 1% | -6% | ? | ? | 1.0 | 1
Cc1cc(C)c(Cc2c(C)nc3c(C(=O)NCc4ccco4)cnn3c2C)c(C)c1 | -14 | -13 | 0% | -12% | -3% | ? | -11% | 0.2 | -1
COc1ccc(/C=C\c2onc(C)c2S(=O)(=O)N2CCC(C(=O)NCc3ccco3)CC2)cc1 | -12 | 7 | 10% | -2% | -1% | -11% | 5% | 0.3 | 0
Cc1cc(C)n2nc(C(=O)OCC(=O)NCc3ccccc3)nc2n1 | 0 | 3 | -3% | 9% | -5% | 19% | 7% | 0.3 | 1
COC(=O)C1C2CCCCC1C(=O)O2 (centres undefined) | 19 | 0 | 1% | 6% | -4% | 23% | -11% | 0.1 | -14
Cc1ccc(CS(=O)Cc2ccc(C(=O)NC3CCCCCC3)o2)cc1 (centres undefined) | 9 | 4 | -1% | 5% | -1% | -2% | -8% | -1.1 | 1
CCOC(=O)Cn1nc(C(F)F)c(Br)c1C | -18 | 8 | 2% | 3% | -12% | -2% | 16% | 0.9 | -9
C#CCN1C(=O)C(O)(CC(=O)/C=C/C=C/c2ccccc2)c2ccccc21 (centres undefined) | -1 | -21 | 1% | -6% | -18% | ? | -24% | -0.5 | 3
CS(=O)(=O)N1CCC(C(=O)N2CCN(c3ccccc3F)CC2)CC1 | 7 | -22 | 8% | 5% | 19µM* | 10% | 5% | 0.2 | 19
Cc1ccccc1-c1cc(C(=O)O)nn1CC1CC(c2cccc([N+](=O)[O-])c2)=NO1 (centres undefined) | 18 | -1 | 0% | -7% | -5% | 1% | ? | 0.3 | -8
COc1cccc(CC2(CO)CCCN(Cc3ccc(-c4ccco4)cc3)C2)c1 (centres undefined) | -7 | -22 | 17% | -8% | 8.4µM* | -7%[0.307 µM] | -11%[0.307 µM] | -0.3 | -3
O=C(Nc1ccc2c(c1)N(S(=O)(=O)c1cccs1)CCC2)c1c(F)cccc1F | -3 | -9 | 0% | -6% | -1% | ? | -2% | -5.0 | -9

Fetched by structure from above (2):
SMILES | DRD3 antagonist | PI5P4K alpha inh | GLP-1R agonist | WRN helicase inh | PLK1 PBD block | GLP1R inv ag | GLP1R cytotox | IL-2 act | D3 ag
Cc1cc(C)c(Cc2c(C)nc3c(C(=O)NCc4ccco4)cnn3c2C)c(C)c1 | -14 | -13 | 0% | -12% | -3% | ? | -11% | 0.2 | -1
Cc1cc(C)n2nc(C(=O)OCC(=O)NCc3ccccc3)nc2n1 | 0 | 3 | -3% | 9% | -5% | 19% | 7% | 0.3 | 1

Among those listed so far, these have a Cl atom:
SMILES | DRD3 antagonist | PI5P4K alpha inh | GLP-1R agonist | WRN helicase inh | PLK1 PBD block | GLP1R inv ag | GLP1R cytotox | IL-2 act | D3 ag
CCOC(=O)c1cc2c(=O)n3ccccc3nc2n(CC(C)C)c1=NC(=O)c1c(-c2c(F)cccc2Cl)noc1C | -6 | -5 | -1% | -26% | -2% | -12%&0% | 28%&85% | -2.6 | -11&11
CC1CN(CCOCCSc2ccc(Cl)cc2)CC(C)O1 (centres undefined) | -64* | 0 | -6% | 1% | -2% | -21% | 2% | -0.7 | -7
C=CCC1NS(=O)(=O)OCC1NC(=O)OCC(Cl)(Cl)Cl (centres undefined) | 4 | -1 | -1% | 4% | -5% | 19% | 7% | -3.1 | 5
COC(=O)c1sc2ncccc2c1OCc1ccc(Cl)cc1Cl | 0 | 3 | -6% | 0% | -9% | 9% | 5% | -2.7 | -7
CN(CCc1ccccn1)C(=O)Nc1ccc(Cl)cc1 | -5 | . | -3% | -2% | -6% | -3% | -3% | -1.3 | -20
O=C(Cn1nc(-c2ccc(Cl)cc2)ccc1=O)NCCc1ccccc1 | . | . | 1% | . | . | 6% | -18% | . | -14

This is a random part of the collection (roughly 7.8% active in at least one column).
